Source: PubChem
hgDAF12 agonist: H. glycines DAF-12 receptor agonists, primary screen, cell-based, luminescence, HEK293, GAL4 fusion, UAS-luciferase; HEK293 GAL4-hgDAF12 UAS-luciferase reporter, agonist luminescence; normalized to butyrate control; AID 687014, 2013; 370,000 compounds, 1.8% hits; activation, % at 6.8 µM;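 active = activation above a cutoff set at the mean of all screened compounds plus 3 SD, cut at about 10% in these data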;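 note: 0% = DMSO wells and 100% = sodium butyrate wells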
GC-A act: GC-A stimulated cGMP production enhancers – HEK293 GC-A cells, cGMP TR-FRET, EC30 ANP, primary screen; activation, % at 10 µM; 370,000 compounds, 0.14% hits; Atrial natriuretic peptide receptor 1 (Homo sapiens), P16066; 0% at EC30 ANP, 100% saturating ANP; in the data active = activation above about 40%
ADAM17 inh: ADAM17 inhibitors, primary screen, biochemical, QFRET; Disintegrin and metalloproteinase domain-containing protein 17 (Homo sapiens), P78536; recombinant ADAM17, EDANS/DABCYL FRET peptide cleavage; inhibition, % at 6.95 µM; 370,000 compounds, 0.83% hits; AID 720648, 2013;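 active = inhibition above the mean of compounds lying between control limits plus 3 SD, set per campaign, cut at about 8.5% in these data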;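 note: 0% = DMSO-only wells as the low control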
Target sequence (P78536 215-824 limits assumed): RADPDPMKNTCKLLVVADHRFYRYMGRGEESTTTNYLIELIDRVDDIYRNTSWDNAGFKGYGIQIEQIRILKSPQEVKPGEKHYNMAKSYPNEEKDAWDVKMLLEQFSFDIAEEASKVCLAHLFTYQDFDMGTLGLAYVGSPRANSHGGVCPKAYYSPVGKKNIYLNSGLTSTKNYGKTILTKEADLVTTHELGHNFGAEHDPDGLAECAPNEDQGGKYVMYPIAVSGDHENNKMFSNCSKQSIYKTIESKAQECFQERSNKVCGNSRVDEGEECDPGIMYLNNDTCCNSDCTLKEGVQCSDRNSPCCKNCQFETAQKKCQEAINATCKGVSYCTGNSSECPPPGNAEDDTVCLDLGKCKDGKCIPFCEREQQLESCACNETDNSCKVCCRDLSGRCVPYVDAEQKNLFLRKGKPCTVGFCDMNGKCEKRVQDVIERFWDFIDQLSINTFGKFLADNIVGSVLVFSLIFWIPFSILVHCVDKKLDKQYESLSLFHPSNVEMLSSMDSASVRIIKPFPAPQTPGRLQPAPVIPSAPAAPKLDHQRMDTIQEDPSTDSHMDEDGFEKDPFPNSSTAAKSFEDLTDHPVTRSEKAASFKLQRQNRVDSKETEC
DAX1 inh-1: DAX1 (NR0B1) inhibitors, primary screen, cell-based, HEK293, Gal4-DAX1, luciferase luminescence | Nuclear receptor subfamily 0 group B member 1 (Homo sapiens), P51843 | HEK293 Gal4-DAX1 luciferase reporter | inhibition, % at 6.75 µM | 340,000 compounds, 0.99% hits | AID 504766, 2011;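 active = inhibition above the mean over all tested compounds plus 3 SD, cut at about 4.2% in these data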;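 note: 0% = DAX1-transfected cells with DMSO and 100% = empty-vector control cells with DMSO; inhibition shows as a rise in luminescence from relieved DAX1 repression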
Target sequence (P51843 207-470 limits assumed): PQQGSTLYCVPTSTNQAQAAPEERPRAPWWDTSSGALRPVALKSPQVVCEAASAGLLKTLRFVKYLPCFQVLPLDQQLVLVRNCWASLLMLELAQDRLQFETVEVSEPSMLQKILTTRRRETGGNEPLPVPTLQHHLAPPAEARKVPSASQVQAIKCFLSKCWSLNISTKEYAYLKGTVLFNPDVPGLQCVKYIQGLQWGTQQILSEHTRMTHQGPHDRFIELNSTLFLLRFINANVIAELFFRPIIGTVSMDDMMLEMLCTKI
ssDAF-12 act: S. stercoralis DAF-12 nuclear receptor activators, primary screen, cell-based, luminescence, HEK293, GRIP1 co-expression, lit1-tk-luc. Nuclear hormone receptor DAF-12 (Strongyloides stercoralis). HEK293 ssDAF-12/GRIP1 lit1-tk-luc reporter; % of 3 µM dafachronic acid response. activation, % at 6.8 µM. 370,000 compounds, 1% hits. AID 652126, 2013;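 active = activation above the mean over all tested compounds plus 3 SD, cut at about 0.9% in these data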;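 note: 0% = DMSO-only wells and 100% = 3 µM delta7-dafachronic acid wells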
SMARCA2 act: SMARCA2 (BRM) function activators, primary screen, cell-based, luminescence, high throughput. MG213 cells, MMTV-luciferase reporter, dexamethasone, overnight. activation, % at 9.1 µM. 370,000 compounds, 1% hits; in the data active = activation above about 7.8%;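 note: 0% = vehicle wells and 100% = reference activator wells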
DAX1 inh-2: DAX1 (NR0B1) inhibitors on StAR promoter, primary screen, cell-based, luminescence, SF-1 (NR5A1), full-length DAX-1; 370,000 compounds, 1.1% hits; inhibition, % at 6.8 µM; HEK293T StAR-luciferase reporter, SF-1/DAX-1 repression relief; AID 652010, 2013;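 active = inhibition above the mean over all tested compounds plus 3 SD, cut at about 3.6% in these data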;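 note: 0% = DAX-1 cells with DMSO and 100% = cells lacking DAX-1 with DMSO; higher inhibition means more luminescence from relief of DAX-1 repression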
hcDAF12 agonist: H. contortus DAF-12 nuclear receptor activators, primary screen, cell-based, luminescence, HEK293, lit1-tk-luc reporter; 370,000 compounds, 1.4% hits; activation, % at 6.8 µM; HEK293 hcDAF-12 lit1-tk-luc reporter; 0% DMSO, 100% Δ7-dafachronic acid;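 active = activation above the mean of all tested compounds plus 3 SD, cut at about 5.5% in these data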;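 note: 100% = response to 3 µM Δ7-dafachronic acid high control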
FXN GAA850 act: FXN promoter activators, primary screen, cell-based, luciferase luminescence, HEK293 lucGAA850; HEK293 lucGAA850 FXN promoter luciferase reporter, 24 h; percent of 10 µM SAHA response; activation, % at 6 µM; 360,000 compounds, 0.56% hits; AID 540364, 2011;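 active = activation above the average of all compounds screened plus 3 SD, cutoff fixed separately per campaign, cut at about 7.5% in these data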;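 note: 0% = DMSO wells and 100% = 10 µM SAHA wells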
ADAM10 inh: human ADAM10 inhibitors, primary screen, biochemical, QFRET, HTS. inhibition, % at 7 µM. 370,000 compounds, 0.62% hits. AID 720582, 2013. Disintegrin and metalloproteinase domain-containing protein 10 (Homo sapiens), O14672. recombinant ADAM10, EDANS/DABCYL FRET peptide cleavage, 3 h;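 active = inhibition above a per-campaign cutoff equal to the mean of compounds falling between control-based bounds plus 3 SD, cut at about 20% in these data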;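 note: 0% = DMSO wells while the 100% control is not disclosed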
PG9 binder: binders of HIV-1 gp120 antibody PG9, primary screen, biochemical, TR-FRET; inhibition, % at 6.7 µM; TR-FRET gp120-PG9 antibody binding; HIV-1 gp120 / PG9 antibody interaction; 360,000 compounds, 0.43% hits; in the data active = inhibition above about 8.5%
Active calls of the source: *; i = inactive; x = no result given.

SMILES | hgDAF12 agonist | GC-A act | ADAM17 inh | DAX1 inh-1 | ssDAF-12 act | SMARCA2 act | DAX1 inh-2 | hcDAF12 agonist | FXN GAA850 act | ADAM10 inh | PG9 binder
Cc1ccc(Cl)cc1NC(=O)C1CCCN1S(=O)(=O)c1ccc(-c2ccc(=O)[nH]n2)s1 (configuration not stated) | -3.3 | -1.2 | 0.9 | -0.1 | -1.6 | -3.1 | 0.2 | -2.0 | -2.0 | -8.2 | -0.7
Cn1c(=O)c2c(nc(NCc3ccco3)n2C/C=C/c2ccccc2)n(C)c1=O | -2.6 | 18.4 | -3.3 | -4.9 | -0.7 | -4.7 | -1.0 | -1.8 | -6.2 | -6.5 | 2.0
CC(=O)NCC12CC3CC(C1)CC(C(=O)O)(C3)C2 | 0.1 | 2.1 | -1.4 | -0.9 | -0.9 | 2.2 | -0.4 | -0.1 | 0.6 | 2.9 | 0.5
COC(=O)c1cc2c(c3c4cc(F)ccc4n(S(=O)(=O)c4ccc(OC)cc4)c13)C(=O)N(C)C2 | -2.7 | -6.5 | -0.8 | x | -0.7 | 3.5 | -0.1 | -0.5 | x | -2.2 | -0.2
CC(=O)N1CCc2c(sc(NC(=O)CCS(=O)(=O)c3ccc(C)cc3)c2C#N)C1 | 1.1 | -0.2 | -6.9 | 1.8 | -0.6 | 1.3 | -1.4 | -1.0 | -2.7 | -11.4 | -2.7
O=C(NC(=S)N1CCCCCC1)c1cccc([N+](=O)[O-])c1 | 0.2 | 3.4 | -5.3 | -0.2 | -1.1 | -2.8 | -0.8 | -0.4 | 0.5 | -10.6 | 1.9
Cc1ccc([C@H]2N[C@]3(CCCN(Cc4ccc(F)cc4)C3=O)[C@H]3C(=O)N(Cc4ccccc4)C(=O)[C@@H]23)cc1 | 0.6 | -0.3 | -2.0 | 3.8 | -1.2 | -4.3 | -2.0 | -1.6 | -7.0 | -2.6 | 0.1
Cc1c(Cl)cccc1NC(=S)/C(=C(\[O-])c1ccc(Cl)s1)[n+]1ccccc1 | 0.1 | -1.8 | 9.6* | -1.4 | -0.9 | -2.4 | -0.7 | 3.4 | 1.9 | 9.0 | -0.8
Cc1nc(SCC(=O)Nc2ccc3c(c2)OCO3)c(C#N)c2c1CCCC2 | 1.4 | 0.1 | -1.4 | 0.8 | -1.0 | 1.0 | -0.5 | 0.3 | -0.7 | 8.1 | -1.6
Cn1c(SCC(=O)Nc2nccs2)nnc1-c1ccc(S(=O)(=O)N2CCCC2)cc1 | 0.7 | -3.7 | -3.7 | -1.1 | -1.5 | -3.2 | -0.7 | -1.7 | -3.5 | -3.3 | -1.5
O=C1C=C(c2ccc3c(c2)oc2ccccc23)C[C@@H](c2ccc3c(c2)OCO3)C1 | 0.8 | 11.3 | 1.5 | 0.9 | -0.7 | -0.4 | 0.4 | -0.1 | 0.0 | -5.0 | -1.5
O[C@H](COc1cc(F)cc(F)c1)CN1CCC(C(O)(c2ccccc2)c2ccccc2)CC1 | -1.7 | -19.0 | -0.2 | x | -0.8 | -4.2 | -0.6 | -1.0 | x | 4.0 | x
O=C(COc1ncnc2c(Cl)cc(Cl)cc12)NCCC1=CCCCC1 | -0.2 | 2.5 | -1.8 | 0.2 | -1.2 | -0.2 | -0.6 | -1.0 | -1.7 | 4.7 | -1.4
CCCc1nn(C)c(C(=O)Nc2cccc3ccccc23)c1Cl | -0.3 | 2.4 | -5.4 | 1.9 | -1.4 | -0.3 | -0.5 | 0.3 | 1.3 | 1.6 | -1.0
O=C(CSc1nnc(-c2ccccc2)c(-c2ccccc2)n1)Nc1ccc(Br)cn1 | -0.4 | -4.8 | -1.6 | -0.5 | -1.8 | -4.6 | -0.9 | -2.8 | 4.1 | -6.8 | -3.0
COc1c(Cl)cc(C(=O)O)cc1Cl | -1.1 | 1.4 | -1.6 | 1.0 | -1.1 | -0.2 | 1.1 | -1.8 | 0.6 | -13.2 | 0.6
O=C(COC(=O)c1cc(S(=O)(=O)N2CCCC2)ccc1O)NCCc1ccccc1 | 1.4 | -3.6 | -8.9 | 0.6 | -1.3 | 2.3 | -3.8 | -0.2 | -1.4 | -45.8 | 0.0
CCCCNC(=O)c1nc(C2CCN(S(=O)(=O)c3ccc(S(C)(=O)=O)cc3)CC2)oc1-c1ccccc1 | -2.4 | 0.8 | 0.5 | x | -1.1 | -3.1 | -1.0 | 0.1 | x | -2.0 | -1.2
C=CCOc1c(Br)cc(CNc2ccc(NC(=O)CCC)cc2)cc1OCC | 1.7 | -3.4 | -1.1 | -1.3 | -0.3 | -0.6 | -0.1 | -1.2 | -0.9 | 0.6 | 0.5
CC(C)(C)c1ccc(S(=O)(=O)N2CCC(O)(c3ccc(Cl)cc3)CC2)cc1 | 0.8 | -3.2 | 1.8 | 0.3 | -1.0 | -2.9 | -0.4 | -0.5 | -0.2 | 3.7 | -1.9
O=C1CCCN1c1ccc(N2CCCC2=O)cc1 | 4.4 | -4.2 | -2.5 | 0.3 | -1.1 | -3.5 | 1.0 | 0.8 | 3.6 | -3.2 | -1.8
CC(=O)Nc1cccc(N=NN2CCCCC2)c1 | 2.3 | 5.0 | -2.2 | -0.1 | -0.6 | 0.5 | 1.1 | 1.4 | 2.5 | 6.8 | 0.8
COc1ccc(NC(=O)c2ccc(NC(=O)CN3CCN(c4ccc(O)cc4)CC3)cc2)cc1 | 1.1 | -2.6 | 2.9 | -1.3 | -1.5 | -3.4 | -0.7 | -2.4 | -1.4 | 10.4 | 0.6
Clc1cccc(-c2nc3nc4ccccc4nc3n2Cc2ccccc2)c1 | -1.8 | -4.1 | -0.9 | 2.9 | -1.6 | 1.3 | 0.0 | -1.8 | -1.0 | -19.3 | 1.2
O=C(c1ccccc1[N+](=O)[O-])N(CCc1ccccc1)Cc1ccccc1 | -0.9 | -2.9 | 1.3 | -0.6 | -1.3 | 3.4 | -0.3 | 2.2 | -1.8 | -3.0 | -2.3

Two compounds drawn at random from the list so far:
SMILES | hgDAF12 agonist | GC-A act | ADAM17 inh | DAX1 inh-1 | ssDAF-12 act | SMARCA2 act | DAX1 inh-2 | hcDAF12 agonist | FXN GAA850 act | ADAM10 inh | PG9 binder
O=C(NC(=S)N1CCCCCC1)c1cccc([N+](=O)[O-])c1 | 0.2 | 3.4 | -5.3 | -0.2 | -1.1 | -2.8 | -0.8 | -0.4 | 0.5 | -10.6 | 1.9
CC(=O)N1CCc2c(sc(NC(=O)CCS(=O)(=O)c3ccc(C)cc3)c2C#N)C1 | 1.1 | -0.2 | -6.9 | 1.8 | -0.6 | 1.3 | -1.4 | -1.0 | -2.7 | -11.4 | -2.7

Further compounds follow:
SMILES | hgDAF12 agonist | GC-A act | ADAM17 inh | DAX1 inh-1 | ssDAF-12 act | SMARCA2 act | DAX1 inh-2 | hcDAF12 agonist | FXN GAA850 act | ADAM10 inh | PG9 binder
CN(c1ccc(Cl)cc1)c1cc2c(c3c1ccn3C)C1CCC2C1 (configuration not stated) | 1.8 | -1.0 | -3.3 | x | -0.6 | -2.8 | -0.6 | 0.8 | x | -15.8 | -1.7
CS(=O)(=O)N(CC(=O)N1CCCCCC1)Cc1ccc(Cl)cc1 | -1.4 | -1.9 | 7.5 | 2.6 | -1.3 | -1.0 | -1.0 | -1.3 | 1.1 | 1.6 | -2.5
CCN(C(=O)CSc1nnnn1-c1ccccc1OC)C1CCS(=O)(=O)C1 (configuration not stated) | 1.7 | -0.7 | -1.6 | -0.1 | -1.0 | -3.1 | 1.1 | 0.4 | 0.7 | -1.9 | -0.7
Cc1ccc(C2N(c3ccc(Cl)cc3)C(=O)N3CCCN23)cc1 (configuration not stated) | 1.6 | -8.3 | -0.6 | 2.1 | -0.5 | 0.7 | 0.3 | 0.3 | -0.3 | -2.0 | -0.2
CC(C)NC(=O)NC(=O)CSc1ncc(C(F)(F)F)cc1Cl | 1.1 | 1.1 | -5.0 | -0.5 | -1.6 | 0.5 | 0.7 | -2.5 | -2.8 | 0.8 | -1.3
CNc1c(N)n(Cc2ccccc2)c(=O)[nH]c1=O | 0.6 | 1.3 | -27.6 | 3.7 | -1.3 | -0.6 | 0.8 | -0.7 | -2.3 | -105.9 | -1.5
O=C(CSc1nnnn1-c1ccccc1)NCCCN1CCCC1=O | 1.9 | -1.4 | -5.1 | 0.6 | -1.4 | -3.7 | 0.4 | 0.2 | -0.8 | -31.8 | -0.8
CC1(Oc2ccc(F)cc2)CCN(Cc2ccccc2OC(F)F)C1 (configuration not stated) | -0.2 | -2.3 | -0.8 | x | -1.1 | -1.7 | 2.5 | -0.8 | -1.5 | -4.6 | -0.4
Cc1cccn2c(=O)c3cc(C(=O)NCC4CCCO4)c(=N)n(C4CCCC4)c3nc12 (configuration not stated) | 0.0 | 6.8 | i | -1.4 | -1.3 | -3.1 | 0.2 | -2.0 | 4.5 | i | -0.5
Cn1c(C(C(=O)NCC2CCCO2)N(CCc2ccccc2)C(=O)Cn2nnc3ccccc32)nc2ccccc21 (configuration not stated) | -5.0 | -5.3 | -4.1 | -1.3 | -1.2 | -3.7 | -0.7 | 0.2 | -1.2 | -2.5 | -0.5
CCOC(=O)N1CCN(C(=O)c2ccc(N(Cc3ccccc3)S(C)(=O)=O)cc2)CC1 | 0.4 | 7.0 | -1.1 | -0.4 | -1.6 | -1.2 | 0.7 | -1.6 | 1.0 | 4.9 | 0.1
CCN(c1ccc(C)c(C)c1)S(=O)(=O)c1c(C)[nH]c(=O)[nH]c1=O | -0.2 | 1.9 | -2.9 | 0.0 | -0.8 | -1.9 | 0.0 | -0.5 | -1.4 | 1.1 | 1.2
Cn1c(SCC(=O)N2c3ccccc3Sc3ccccc32)nnc1-c1ccco1 | -0.4 | -9.3 | 2.1 | 0.1 | -1.3 | 4.5 | -0.2 | -0.2 | -1.4 | 1.4 | -0.9
CCC(C)(C(=O)NC1CCCCC1)N(Cc1ccco1)C(=O)Cc1cccs1 (configuration not stated) | 4.8 | -23.8 | -4.7 | 0.9 | -0.7 | -0.6 | -0.7 | -0.6 | 3.1 | 8.1 | -2.2
O=C(N/N=C/c1ccccc1)c1cccc2ccccc12 | 2.1 | 0.7 | -1.1 | 2.0 | -0.7 | 1.4 | -0.3 | -0.8 | 2.5 | 7.9 | -3.9
Cc1nc2ccc(C(=O)N(C)Cc3ccccc3)cn2c1N(C)C(=O)CCc1ccccc1 | -2.0 | -2.1 | -5.3 | x | -1.6 | -3.2 | -0.3 | -2.4 | 2.5 | -25.6 | -0.6
